Bioassay records from PubChem.
OX1R antag-1 = antagonists of human orexin 1 receptor (OX1R); inhibition, % at 6.6 µM; OX1R-expressing cells, FRET antagonist read-out; AID 485270; 1.8% of 330,000 active; O43613; in the data active means inhibition mostly above about 38%, no sharp cut-off; inactive means mostly below about 40%;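 further: 0% = agonist challenge alone and 100% = reference antagonist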
Target sequence (O43613 whole entry, looked up): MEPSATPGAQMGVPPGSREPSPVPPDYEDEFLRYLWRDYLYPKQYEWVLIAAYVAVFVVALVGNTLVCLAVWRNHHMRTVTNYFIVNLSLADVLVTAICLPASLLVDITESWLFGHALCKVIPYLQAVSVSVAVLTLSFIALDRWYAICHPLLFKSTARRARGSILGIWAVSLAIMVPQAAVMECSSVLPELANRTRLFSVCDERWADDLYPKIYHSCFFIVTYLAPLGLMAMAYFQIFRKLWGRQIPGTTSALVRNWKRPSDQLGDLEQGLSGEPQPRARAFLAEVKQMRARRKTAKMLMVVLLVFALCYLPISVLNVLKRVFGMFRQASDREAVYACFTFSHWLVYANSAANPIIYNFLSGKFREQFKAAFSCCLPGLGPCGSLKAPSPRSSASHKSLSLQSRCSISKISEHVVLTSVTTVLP
OX1R antag-2 = blocks the human orexin 1 receptor. O43613. inhibition, % at 5 µM. AID 434989. CHO/OX1R cells, Fluo-8 calcium fluorescence, orexin A. 0.43% of 330,000 active;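 active means inhibition above its plate's threshold, mean inhibition of all tested compounds on the plate plus 3 SD, cut at about 37% in these data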;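 further: 0% = orexin A challenge wells and 100% = SB-334867-A antagonist wells; not every result past the cut was called active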
Numbers without * were called inactive.

canonical_smiles	OX1R antag-1	OX1R antag-2
CNC(=O)C(Sc1ccccc1)c1ccccc1 (centres undefined)	4	-19
COc1ccccc1/C=N/Nc1nc(C)c(C(C)=O)s1	13	-5
COc1ccc(CC(=O)N2CCN=C2SC)cc1	7	-7
Cc1c(C)n(Cc2ccc(Cl)cc2)c2ccc(C(=O)NCCCN3CCOCC3)cc12	-1	-22
C=CC[n+]1c(C)csc1Nc1ccc(C(=O)O)cc1	14	-14
COc1ccc(S(=O)(=O)N2CCCC(C(=O)NCC3CCCO3)C2)cc1Cl (centres undefined)	1	-9
COc1ccc(CN(C(=O)c2cnccn2)C(C(=O)Nc2ccc(F)cc2)c2ccccc2)cc1 (centres undefined)	6	-11
CC1CN(C(=O)c2cc(F)c(F)cc2Cl)CC(C)O1 (centres undefined)	15	-13
COc1ccc(-c2nonc2NC(=O)c2oc3ccccc3c2C)cc1OC	14	-16
COc1cc(CC(=O)Nc2nccs2)cc(OC)c1OC	12	-18

canonical_smiles	OX1R antag-1	OX1R antag-2
CCCCC(=O)N1CCN(c2nc3ccc(Cl)cc3s2)CC1	12	2
COc1ccc(CCNC(=O)Cn2nc([N+](=O)[O-])c(Br)c2C)cc1OC	12	-4
O=S(=O)(Nc1cccc(-c2ccc(N3CCCCCC3)nn2)c1)c1cccc(F)c1	10	4
CC(C)CCn1cnc2c(cnn2-c2ccc(Cl)cc2)c1=O	15	-17
COCCCn1c(=S)[nH]c2c(sc3ccccc32)c1=O	5	-12
CN(C)S(=O)(=O)N1CCN(CC(O)COc2ccc(C(=O)c3ccccc3)cc2)CC1 (centres undefined)	0	1
CCn1c(SCC(=O)Nc2ccc(N3CCOCC3)cc2)nnc1-c1ccco1	16	-6
CCOC(=O)COc1cccc2c(=O)n(CC(=O)N3CCC(C)CC3)ccc12	10	-27
CCOC(=O)CN1C(=O)c2ccccc2C1=O	8	2
O=C(CSc1ccccn1)Nc1ccc(Br)cn1	26	-22

canonical_smiles	OX1R antag-1	OX1R antag-2
CCOC(=O)Cc1csc(NC(=O)c2sc3nc4ccc(C)cc4cc3c2N)n1	18	-8
O=C(COC(=O)c1c2ccccc2cc2ccccc12)Nc1ncc(C(F)(F)F)cc1Cl	9	-19
COc1ccccc1N1CCN(Cc2nc3ccsc3c(=O)[nH]2)CC1	4	-27
CCOC(=O)c1[nH]c2ccc(OCC)cc2c1CCCN1C(=O)c2ccccc2C1=O	6	-31
Cc1ccc(S(=O)(=O)NC2=NCN(CCOC(=O)c3ccccc3)CN2)cc1	4	-15
Cn1c(NC(=O)c2cccs2)c(-c2cccs2)c(=O)c2ccccc21	8	-8
Cc1ccc(S(=O)(=O)N2CCC(C(=O)N[C@@H](C)C(=O)NC3CCS(=O)(=O)C3)CC2)cc1 (some centres undefined)	13	1
CCC(CC)c1nc2cc(OC)c(OC)cc2c(=O)o1	17	-6
CCN1C(=O)[C@H]2[C@@H](c3ccccc3)N3C(=O)N(c4cccc(F)c4)C(=O)[C@@]3(CC(C)C)[C@H]2C1=O	13	-19
CCCCn1c(N)c(N(CC(C)C)C(=O)c2ccc([N+](=O)[O-])o2)c(=O)[nH]c1=O	27	-16

canonical_smiles	OX1R antag-1	OX1R antag-2
COc1ccc2ncc(S(=O)(=O)c3ccccc3)c(N3CCC4(CC3)OCCO4)c2c1	20	-11
CCn1c(C)nc2cc(C(=O)N/N=C/c3ccc(OC)cc3)ccc21	23	-9
Cc1cc(C(=O)N/N=C\c2cc(C(C)(C)C)c(O)c(C(C)(C)C)c2)n[nH]1	11	-19
O=C(CSc1nnc(C2CC2)n1Cc1ccccc1)c1cc2ccccc2o1	31	-6
CC1CCCN(C(=O)CCc2ccccc2)C1 (centres undefined)	8	-18
Cc1nc(SCC(=O)NNC(=O)c2cccs2)[nH]c(=O)c1C	8	-28
CCOc1ccccc1N(CC(=O)NC1CCCC1)S(=O)(=O)c1ccc(C)cc1	29	-20
CC(=O)c1ccc(S(=O)(=O)NCc2ccc(C(=O)N(C)CC(=O)Nc3cccc(F)c3)cc2)cc1	6	-2
CC1=Nc2ccccc2N=C(NC(=O)CSC(=S)N2CCCCC2)C1c1ccccc1 (centres undefined)	9	-24
Cc1cc(NS(=O)(=O)c2ccc(NC(=O)CSc3nnc(-c4ccco4)n3N)cc2)nc(C)n1	5	-5

canonical_smiles	OX1R antag-1	OX1R antag-2
CCCn1c(-c2cc(OC)c(OC)c(OC)c2)nc2c1c(=O)[nH]c(=O)n2Cc1ccccc1	17	-41
Cc1cccc(NC(=O)C2CC(=O)OC23CCCCC3)c1 (centres undefined)	16	-26
CC(CN1C(C)CCCC1C)OC(=O)c1cccc(F)c1 (centres undefined)	-8	8
NS(=O)(=O)c1ccc(NC(=O)c2c(Cl)cccc2Cl)cc1	35	0
O=C(CN1C(=O)NC2(CCCCC2)C1=O)N1CCN(S(=O)(=O)c2cccc(F)c2)CC1	12	-18
CC(=O)Oc1ccc(Oc2ccc(-c3noc(C)n3)cc2)cc1	20	21
C[C@@H](NC(=O)Cn1ccc(N)nc1=O)c1cccc2ccccc12	2	2
CC(=O)CCC(=O)OCC(=O)Nc1ccc(SC(F)F)cc1	7	-4
CC(C)(C)c1cc(C(=O)N/N=C/c2ccc(F)cc2)n(-c2ccccc2)n1	0	-27
Cc1cccc2sc(NC(=O)[C@@H]3CCCN3C(=O)c3cccs3)nc12	14	-21

canonical_smiles	OX1R antag-1	OX1R antag-2
CC1=CC(=C(C#N)c2nc3ccccc3s2)C=C(C)N1c1ccc(F)cc1F	20	-14
Cc1cnc(NC(=O)c2cc3c(C)nn(-c4ccccc4)c3s2)s1	56*	77*
c1ccc2c(c1)OCC(c1nnc3sc(-c4ccc5c(c4)OCO5)nn13)O2 (centres undefined)	33	-21
Cc1csc(CN(C)C(=O)CC2C(=O)NCCN2Cc2ccc(F)cc2Cl)n1 (centres undefined)	12	-29
CCOC(=O)c1ccc(CN(Cc2ccccc2)S(=O)(=O)c2cccc([N+](=O)[O-])c2)cc1	14	-4
Cc1cccc(NS(=O)(=O)c2cccs2)c1	7	0
COc1ccc(N2CCN(C(=S)Nc3ccc(C)cc3C)CC2)cc1	3	-3
CSc1cc(C)c(OCC(=O)Nc2c(C)nn(C)c2C)c(C)c1	7	-8
COc1ccc(/C=N/NC(=O)c2c(C)n(C)c3ccc(OC)cc23)c(OC)c1	18	-35
Cc1cccc(C(=O)NCC(=O)OCC(=O)NCCNC(=O)COC(=O)CNC(=O)c2cccc(C)c2)c1	16	-14

canonical_smiles	OX1R antag-1	OX1R antag-2
CC(=O)N1c2ccc(Cl)cc2C2OCCC2C1c1ccco1 (centres undefined)	11	-34
CC(C)(C)NC(=O)c1ccc(NC(=O)c2ccccc2-c2ccccc2C(=O)O)cc1	0	-2
CCc1ccc(NC(=O)Cn2nc(C)c([N+](=O)[O-])c2C)cc1	8	-16
O=C(NC12CC3CC(CC(C3)C1)C2)N1CCN(C(=O)c2ccco2)CC1	9	1
CCOC(=O)/C(C#N)=C/c1cn(CCC(=O)O)nc1-c1ccc(OC)cc1	23	-4
CCC(C)Nc1nc2c(c(=O)[nH]c(=O)n2C)n1CCC(C)C (centres undefined)	0	-14
Oc1ccc(-c2cnc3ccccc3n2)cc1	12	-8
Cc1nc2[nH]c(=S)[nH]c2cc1Br	34	-14
S=C(NC1CC1)NC1CCCc2ccccc21 (centres undefined)	11	-23
O=C1NC(=O)/C(=C/c2cccc(O)c2)N1	7	14

canonical_smiles	OX1R antag-1	OX1R antag-2
COCCNC(=O)CSc1nc2c(n1-c1ccccc1)CCCC2	15	-5
CCOC(=O)C1CCc2sc(N)c(C#N)c21 (centres undefined)	-5	-9
C#CCOCCOCCOCCNc1nc(N2CCN(C(=O)CCCCCCCCCCNC(=O)Cn3cc(CCCCCN)nn3)CC2)nc(N2CCN(C(=O)CCCCCCCCCCNC(=O)[C@@H]([C@H](C)O)n3cc(C)nn3)CC2)n1	-15	-5
O=C(NN1CC(=O)N(c2cc(Cl)cc(Cl)c2)CC1=O)c1cccs1	12	-1
CC1CCCN(C(=O)c2ccc([N+](=O)[O-])o2)C1 (centres undefined)	58	-10
O=C(Cn1cncn1)NCc1cccc2ccccc12	14	-15
CN(CCCC(=O)Nc1ccccc1)S(=O)(=O)c1ccc(Cl)cc1	3	-3
O=C(Cc1ccccc1)N1O[C@H]2C=C[C@@H]1CC2	9	5
Cc1ccc(S(=O)(=O)N(CC(=O)N/N=C/c2ccccc2C(=O)O)c2cc(Cl)cc(Cl)c2)cc1	31	-18
CCCCN(C(=O)Cc1ccc(S(=O)(=O)N2CCOCC2)s1)c1ccccc1	19	-8

Order of values – OX1R antag-1, OX1R antag-2
CCOC(=O)/C=C/C(=O)OCC(=O)Nc1ccc([N+](=O)[O-])cc1
    34, -10
CC(C)(C)c1ccc(OCCCn2ccnc2)cc1
    14, -14
OC[C@@H]1[C@@H](c2ccc(Cl)cc2)C(c2cccc(Cl)c2)=NN1c1ccccc1
    15, -13
c1nc(NCc2ccc3c(c2)OCO3)c2cc(-c3ccoc3)ccc2n1
    13, -16
O=C1CCC[C@@H]2CC(Nc3ccc(F)cc3F)C[C@@H]3CCN1[C@H]23 (some centres undefined)
    7, -3
O=C(CCS(=O)(=O)c1cccs1)NC1CCCCCC1
    19, -28
O=c1cc(CSc2n[nH]c(=O)n2C2CC2)c2ccc(O)cc2o1
    2, -8
COc1ccc(N(CCCN2C(=O)c3cccc4cccc(c34)C2=O)C(=O)c2cccs2)cc1
    11, -20
Cc1cc(Cl)cc2c(N=Nc3ccccc3C(=O)O)c(O)[nH]c12
    -3, -7
COc1ccc(-c2csc3ncnc(N4CCN(C(=O)c5ccco5)CC4)c23)cc1
    17, -36
CCOc1cc(S(=O)(=O)n2ccc(C)n2)ccc1Br
    8, -40
Cc1cccc(NC(=O)c2cc3ccccc3c(=O)o2)n1
    5, 2
O=C(Nc1cccc(S(=O)(=O)N2CCCC2)c1)C1CCCN1C(=O)c1cccs1 (centres undefined)
    21, -21
O=C(O)c1ccc2c(c1)C1C=CCC1C(c1cc3c(cc1Br)OCO3)N2 (centres undefined)
    13, -14
CCOC(=O)C(=O)c1c(-c2ccccc2)nc2ccccn12
    -53, -7
O=C(CCc1nnc2ccc(NCc3ccc(F)cc3)nn12)NC1CCCC1
    23, -22
CC(C)c1ccc(-c2nn(-c3ccccc3)cc2C2C(C#N)=C(N)OC3=C2C(=O)CC(C)(C)C3)cc1 (centres undefined)
    7, -30
CCOC(=O)COn1c(-n2nc(C)cc2C)nc2ccccc2c1=O
    -10, -13
COc1ccc(CCNC(=O)CNCC2CCCCC2)cc1OC
    11, -17
CC(NC(=O)c1ccc2ccccc2n1)c1ccc(Br)cc1 (centres undefined)
    11, -30

Order of values – OX1R antag-1, OX1R antag-2
COc1ccc(NC(=O)Cn2nnc(C(=O)NCCc3ccccc3)c2N)c(OC)c1
    0, -35
CCNc1nc(NCC)nc(N/N=C/c2ccc(N(C)C)cc2)n1
    10, -24
COc1cccc(NC(=O)Nc2nnc(N3CCCCC3C)s2)c1 (centres undefined)
    14, -24
CC(=O)c1ccc(NC(=O)Cn2cnc(S(=O)(=O)N3CCc4ccccc43)c2)cc1
    9, 4
CN1C(=O)[C@@H]2[C@@H]3C[C@@H]([C@H]4ON=C(c5ccccc5OCC#N)[C@@H]34)[C@@H]2C1=O
    2, -7
COC(=O)c1ccc(C)c(NC(=O)c2ccc(Cl)c([N+](=O)[O-])c2)c1
    36, -22
COc1ccc(-n2c(SC)nc(O)c(Cc3ccccc3)c2=O)cc1
    5, -10
NC(=O)CSc1nc2ccccc2n1Cc1ccccc1
    45, -9
CC(C)CCOP(=O)(c1ccc(N(C)C)cc1)C(O)c1ccc(C(C)C)cc1 (centres undefined)
    4, -19
O=C(C1CCN(S(=O)(=O)c2cccs2)CC1)N1CCCCC1
    25, -12
COc1ccccc1-n1nnnc1SCC(=O)Nc1ccccc1
    16, -12
O=C(Nc1ccccc1N1CCCC1)c1ccccc1F
    13, -26
COc1cccc(CNCc2ccc(OC)c3ccccc23)c1OC
    6, -18
COC(=O)c1ccc(-n2c(CCC(=O)O)ccc2-c2ccccc2)cc1
    7, -25
COc1cccc2c(=O)cc(C)n(CC(=O)Nc3ccc(Br)cc3)c12
    15, -12
CCOC(=O)CSc1cn2c(n1)CCC2
    18, -4
CCC(C)[C@@H](C(=O)Nc1ccc(OC)c(OC)c1)N1Cc2ccccc2C1=O (some centres undefined)
    19, -40
[O-][n+]1ccc(C(O)c2ccccc2)cc1 (centres undefined)
    -9, -9

Part of the list above in order of molecular weight, smallest number first:
Order of values – OX1R antag-1, OX1R antag-2
[O-][n+]1ccc(C(O)c2ccccc2)cc1 (centres undefined)
    -9, -9
O=C(Nc1ccccc1N1CCCC1)c1ccccc1F
    13, -26
NC(=O)CSc1nc2ccccc2n1Cc1ccccc1
    45, -9
COc1cccc(CNCc2ccc(OC)c3ccccc23)c1OC
    6, -18
COc1ccccc1-n1nnnc1SCC(=O)Nc1ccccc1
    16, -12
COc1ccc(-n2c(SC)nc(O)c(Cc3ccccc3)c2=O)cc1
    5, -10
CC(C)CCOP(=O)(c1ccc(N(C)C)cc1)C(O)c1ccc(C(C)C)cc1 (centres undefined)
    4, -19
